# KinaseGlo FLuc – blocks Kinase-Glo luciferase, a counter-screen artifact; Q27757; Kinase-Glo luciferase, ATP luminescence, 8 min; Potency, µM (top dose mostly 38.3 µM), for inactives: at the top dose activity change, negative = inhibition, hits mostly inhibitors; 0.28% of 200,000 active; further: potency means the concentration at half of the fitted maximal effect; on the % scale 0 is the no-effect control and ±100 the full control effect; nearly all actives have a fitted effect of over 60% in size
#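 Light output from Kinase-Glo luciferase with luciferin and 10 uM ATP in 50 mM imidazole pH 7.2, KCl, MgCl2, Tween 20, BSA; compound pin-delivered, 8-min ambient incubation, then luminescence read.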
# LMNA splice mod – modulators of lamin A splicing; HeLa LMNA splicing GFP/RFP minigene ratio, 48 h; Potency, µM (titrated, usually from 46.1 µM), without a hit: top-dose ratio change, negative = inhibition, usual class: inhibitors; 0.01% of 200,000 active; AID 1487; active means well fitted inhibition curve with a large enough effect in the signal ratio, with a control signal flat, not every such curve was filed as active; inconclusive means small, poorly fitted or top-dose-only effect, or effect the other way, or a change in a side signal; the % refers to the signal ratio; further: potency means the concentration at half of the fitted maximal effect; on the % scale 0 is the no-effect control and ±100 the full control effect
#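 S3 HeLa stable clones carrying a lamin A-EGFP splicing minigene plus DsRed2 were seeded at 600 cells/well in Opti-MEM with 2% FBS, pin-dosed and incubated 48 h at 37°C. Acumen cytometry (488 nm) gave the GFP/RFP total-intensity ratio.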
# HttQ103 aggreg – mutant huntingtin aggregation inhibition | PC12 HttQ103-GFP aggregates, Acumen cytometry, 40 h | Potency, µM (doses to about 46.1 µM), for the others: at the top dose activity change, negative = inhibition, most hits filed as inhibitors | 1.1% of 220,000 active | AID 1688; further: potency means the concentration at half of the fitted maximal effect; on the % scale 0 is the no-effect control and ±100 the full control effect; nearly all actives have a fitted effect of over 60% in size
#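 Using laser scanning cytometry, GFP-positive aggregates were counted after lysis of PC12 cells induced with 100 nM tebufenozide to express HTT exon 1 Q103–GFP. Compounds were tested in titration.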
# NPSR antag – neuropeptide S receptor (human) antagonism, cAMP. CHO-NPSR cells, cAMP TR-FRET, antagonist mode. Potency, µM (highest dose often 38.3 µM), without a hit: at the highest dose activity change, negative = inhibition, actives largely listed as inhibitors. 1% of 220,000 active; further: potency means the concentration at half of the fitted maximal effect; on the % scale 0 is the no-effect control and ±100 the full control effect; nearly all actives have a fitted effect of over 50% in size; many of its hits are not listed in these tables
# Target sequence (Q6W5P4 whole entry, looked up): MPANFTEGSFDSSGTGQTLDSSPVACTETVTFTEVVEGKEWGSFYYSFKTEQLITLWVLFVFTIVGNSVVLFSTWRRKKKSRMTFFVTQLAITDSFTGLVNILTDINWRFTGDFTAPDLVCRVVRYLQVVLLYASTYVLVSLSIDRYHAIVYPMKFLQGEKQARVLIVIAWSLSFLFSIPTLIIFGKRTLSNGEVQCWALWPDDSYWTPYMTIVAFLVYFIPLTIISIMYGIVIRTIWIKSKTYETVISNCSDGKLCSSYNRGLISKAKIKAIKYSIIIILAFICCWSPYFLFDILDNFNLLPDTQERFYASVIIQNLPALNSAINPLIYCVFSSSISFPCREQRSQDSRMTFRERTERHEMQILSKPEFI
# CBFb-RUNX1 inh – inhibitors of human CBF-beta and RUNX1 interaction; Potency, µM (doses to about 59.8 µM), without a hit: at the top dose activity, negative = inhibition, most hits filed as inhibitors; 230,000 tested, under 10 active; Q01196+Q13951; AlphaScreen CBFb-His/RUNX1-biotin binding, biochemical; further: % of control where 0% means no effect
# Target sequence (Q01196 whole entry, looked up): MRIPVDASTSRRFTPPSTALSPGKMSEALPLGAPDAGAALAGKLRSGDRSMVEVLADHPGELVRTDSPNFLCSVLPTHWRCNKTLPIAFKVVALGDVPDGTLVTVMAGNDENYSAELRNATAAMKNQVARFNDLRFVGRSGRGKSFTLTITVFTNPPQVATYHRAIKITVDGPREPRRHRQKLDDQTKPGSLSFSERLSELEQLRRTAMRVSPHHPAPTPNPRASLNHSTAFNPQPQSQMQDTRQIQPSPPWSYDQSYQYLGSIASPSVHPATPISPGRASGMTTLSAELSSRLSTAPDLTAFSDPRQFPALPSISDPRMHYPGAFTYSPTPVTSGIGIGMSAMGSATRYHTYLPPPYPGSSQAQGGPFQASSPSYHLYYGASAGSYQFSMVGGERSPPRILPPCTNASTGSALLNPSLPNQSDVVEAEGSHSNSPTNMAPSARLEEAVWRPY
# Target sequence (Q13951 whole entry, looked up): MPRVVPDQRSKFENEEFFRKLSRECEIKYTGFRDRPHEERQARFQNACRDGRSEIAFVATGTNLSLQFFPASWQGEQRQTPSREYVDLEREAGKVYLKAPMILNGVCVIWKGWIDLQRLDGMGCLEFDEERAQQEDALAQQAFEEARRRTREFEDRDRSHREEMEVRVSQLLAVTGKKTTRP
#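 His-tagged CBF-beta and biotinylated RUNX1 (30 nM each) were premixed 20 min at room temperature, exposed to compound for 15 min, then given nickel-chelate and streptavidin AlphaScreen beads (50 ng each). After 90 min, AlphaScreen signal was read.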
# IMPase Li inh – membrane-permeable IMPase blocker, potentiated with lithium. 0.35% of 210,000 active. Potency, µM (top dose mostly 59.4 µM), for the others: at the highest dose activity, negative = IMPase inhibition, hits mostly inhibitors. CHO-M1 cells, IP1 TR-FRET (IP-One), carbachol + lithium;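 further: IP1 builds up when IMPase is blocked and the TR-FRET signal falls; potency means the concentration at half of the fitted maximal effect; plate controls were basal vehicle for no effect and high inhibitor control for full effect; nearly all actives have a fitted effect of over 50% in size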
#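 Test compounds were applied to CHO-M1 cells previously cultured for 16–30 h at 2000 per well. A small lithium amount accompanied them; after 30 min at 37C, IP1 was quantified by TR-FRET.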
# Epigenetic derep – epigenetic control regulation, reporter derepression; murine LDR cells, GFP reporter derepression, 30 h; Potency, µM (highest dose often 53.9 µM), inactives show at the top dose GFP activation, usual class: activators; 0.2% of 280,000 active; AID 1865; further: potency means the concentration at half of the fitted maximal effect; % of control where 0% means no effect; nearly all actives have a fitted effect of over 60% in size
#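 Murine LDR cells carrying a silenced, genomically integrated CMV-driven GFP reporter were exposed to compound for 30 hours at 37 C. After PBS washes, GFP-positive cells (20–120 um objects) were counted by laser-scanning microplate cytometry.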
# * = called active by the depositor; ? = inconclusive; . = no result given; & = joins results of further samples; [ ] = remark or other dose. Unless noted, the call rests on the fitted dose curve; in most records, active means well fitted curve in the direction sought with a large enough effect; inconclusive means small, poorly fitted or top-dose-only effect, or another doubt; inactive means no such curve, though single readings can be large; an effect the other way counts as inactive or inconclusive. The list is partial (hit frequency here may not be typical).
SMILES,KinaseGlo FLuc,LMNA splice mod,HttQ103 aggreg,NPSR antag,CBFb-RUNX1 inh,IMPase Li inh,Epigenetic derep
Clc1nc(-c2ccccc2)cc(-c2ccccc2)n1,5.7%,-10.5%,24.4%,-16.5%[46.1 µM],-8.5%,-4.1%,0.0%
O=C(NCc1ccco1)C(=S)N1CCCCC1,-1.2%,?,8.7%[9.22 µM],6.6%,4.0%,5.0%,-0.6%[10.1 µM]
C=CCn1c(SCc2nnc(-c3ccccc3)o2)nnc1C(O)c1ccccc1 (configuration not stated),-1.7%,-4.6%,6.3%,-7.3%[46.1 µM],9.5%,21.8%[38.3 µM],-4.8%
Cc1c(NC(=O)CCC(=O)N2CCCCC2)c(=O)n(-c2ccccc2)n1C,1.0%,7.0%,-3.4%,10.0%[46.1 µM],-0.1%,4.2%[38.3 µM],0.0%
CN1CCN(C2CC(=O)N(Cc3ccc(N4CCCC4=O)cc3)C2=O)CC1 (configuration not stated),-3.7%,7.6%,9.2%,-5.5%[46.1 µM],-2.8%,-12.5%[38.3 µM],0.9%
CCCCCCCN(C(=O)CCl)c1ccccc1C,2.0%,-11.2%,-25.2%,-17.7%,3.4%,3.6%,-1.0%
Cc1cccc(C)c1N=Cc1c(C(F)(F)F)[nH][nH]c1=O,0.5%,15.7%[9.22 µM],-1.6%,5.4%,-4.1%,0.9%,-1.0%
CC(C)NC(=O)Nc1n[nH]c(Nc2ccc(Cl)cc2)n1,.,15.5%[46 µM],5.1%[9.22 µM],-4.0%,5.3%,.,0.0%
O=C(CCc1nc2ccccc2c(=O)[nH]1)NC1CCN(Cc2ccccc2)CC1,-0.6%,-1.0%,0.8%,-3.4%[46.1 µM],2.5%,4.3%[38.3 µM],0.0%
CCOC(=O)N1CCC(N2CCN(Cc3ccc(F)c(F)c3)C(CCO)C2)CC1 (configuration not stated),3.1%,2.4%[46 µM],16.6%[9.22 µM],12.5%,2.6%,21.2%,-0.3%
COc1cc(NS(=O)(=O)c2ccc(C)cc2C)cc(OC)c1OC,7.0%,?,?,-18.2%[46.1 µM],1.7%,4.2%[38.3 µM],-2.2%
CC(C)c1cc(C(=O)Nc2cc(Br)ccc2O)no1,-5.1%,-5.0%,9.3%,-15.7%[46.1 µM],0.9%,32.0%[38.3 µM],0.0%
COc1cc(Cl)cc(/C=C/c2ccc3ccccc3n2)c1OC(C)=O,-3.0%,?,?,-59.7%,?,2.6%,-4.3%
CCOC(=O)C1(Cc2ccccc2)CCN(Cc2cnn(C(C)C)c2)CC1,.,.,-6.1%[9.22 µM],2.6%,14.7%,7.3%,-0.1%
Cn1nc(C(=O)N2CCN(S(=O)(=O)/C=C/c3ccccc3)CC2)c2ccccc2c1=O,3.5%,-14.9%,9.5%,14.8%,5.0%,19.3%,-1.0%
CCOc1ccccc1NC(=O)Nc1ccc(Br)cc1C,1.2%,.,13.7%,-19.3%,5.4%,10.5%,3.7%
CS(=O)(=O)N(Cc1ccccc1)c1ccc(C(=O)NCCSc2ccccn2)cc1,3.9%,-23.5%,19.8%,-12.8%,3.2%,5.5%,-1.0%
O=C(CSc1nc(-c2ccc(F)cc2)nc2c1Cc1ccccc1O2)Nc1cccc(C(=O)O)c1,-1.8%,6.8%[46 µM],?,-18.3%,?,-3.4%,-0.5%&1.1%
CCOc1ccccc1/C=N/NC(=O)CNC(=O)c1cccs1,-0.1%,.,-3.2%,16.0%,2.7%,0.1%,-1.7%
O[C@@H](c1ccccc1)C1CCN(CCc2ccccc2)CC1,1.9%,.,.,.,-5.8%[21.7 µM],21.1%,15.4%
Cc1c(Cl)cccc1NC(=S)NN1CCOCC1,-4.2%,2.3%,6.3%,2.3%[46.1 µM],0.3%,18.9%[38.3 µM],1.6%
COc1ccc(C)c(Cn2c(-c3nonc3N)nc3ccccc32)c1,2.9%,?,-3.2%,14.5%[46.1 µM],3.2%,2.3%[38.3 µM],10.8%
C[N+](C)(C)CCCNC(=O)c1ccc(/C=N/O)nc1,1.2%,.,4.8%,16.0%,?,-5.3%,14.4%
O=C(O)c1cccc(N/N=C/C2=C(Cl)c3cc(Cl)ccc3SC2)c1,2.0%,?,0.0%,-4.4%,?,9.2%,1.5%
CCOc1ncccc1C(=O)OCc1c(F)cccc1Cl,1.3%,-15.1%[46 µM],-7.3%,-17.3%,?,15.8%,-0.3%
COc1ccc(C(c2nnnn2C2CCCCC2)N2CCN(c3ccccc3)CC2)cc1 (configuration not stated),-5.1%,4.7%,-5.8%,-24.6%[46.1 µM],-11.2%,16.3%[38.3 µM],-1.0%
COc1ccc(C)cc1Nc1cc(C)nc2ncnn12,-1.0%,7.3%,9.4%,11.5%,1.7%[2.36 µM],3.9%,-4.4%
COc1cccc(NC(=O)CC(C)=O)c1,-3.3%,1.6%,10.4%,9.2%,3.1%,-1.2%,-1.3%
COc1ccc(/C=N/NC(=S)NC2CCS(=O)(=O)C2)cc1OC (configuration not stated),-3.8%,15.3%,26.8%,-10.8%[46.1 µM],4.6%,10.1%[38.3 µM],0.0%
Cc1nn(C)c(Sc2ccccc2N)c1[N+](=O)[O-],-2.9%,.,-4.3%[9.22 µM],1.5%,-5.9%,11.3%,-1.3%
CCOC(=O)c1sc(=N)n(-c2ccc(OC)cc2)c1C,-2.5%,10.7%,-5.8%,-10.2%[46.1 µM],1.6%,3.9%[38.3 µM],0.0%
O=C(Nc1nccs1)c1ccc(-c2ccc(Cl)cc2Cl)o1,-5.3%,-0.8%,?,-23.7%[46.1 µM],6.4%,-2.6%,0.0%
Cn1c(C(=O)NCCCN2CCOCC2)cc2c(=O)n(C)c3ccccc3c21,-2.0%,-8.5%,-2.2%,-2.3%[46.1 µM],-8.1%,1.2%[38.3 µM],-1.1%
CCOC(=O)c1oc2cc(O)ccc2c(=O)c1-c1ccccc1OC,-6.8%,7.2%,15.1%,-11.0%[46.1 µM],-1.3%,-10.8%[38.3 µM],-2.0%
CCOC(=O)C1CCCN(C(=O)C2CC(=O)N(c3ccc(C)cc3)C2)C1 (configuration not stated),0.5%,3.2%,2.3%,-7.4%[46.1 µM],3.4%,26.3%[38.3 µM],-2.1%
COc1ccc(CCNC(=O)COC(=O)Cc2ccc(OC)cc2)cc1,.,-4.2%,11.7%,6.0%[46.1 µM],0.6%,.,-0.9%
C=CCn1c(=O)c(C(=O)Nc2ccccc2OC)c(O)c2ccccc21,11.1%,-2.6%,5.9%,-4.6%[46.1 µM],-2.9%,10.4%[38.3 µM],-0.9%
Cc1cc(Nc2ccccc2)n(CCC#N)n1,3.4%,-1.9%,-2.7%,-9.1%[46.1 µM],2.3%,2.5%[38.3 µM],1.1%
CCCC(=O)OCC(=O)NCc1ccc(Cl)cc1,-8.3%,?,25.1%,6.2%,11.5%,-0.2%,-0.1%
O=P(c1ccccc1)(c1ccccc1)N(c1ccccc1)c1ccccc1,0.5%,-10.3%,16.8%,-29.9%,12.7%,13.1%,-0.9%
COC(=O)c1nn(-c2ccc(C)cc2)c2nnc(Cc3ccccc3)c(=O)n12,-0.9%,?,4.0%,-1.1%,-2.2%,-20.2%,2.1%
Cc1[nH]c2ccccc2c(=O)c1CN1CCCCC1,0.8%,11.6%,-9.1%,-7.5%[46.1 µM],2.8%,28.9%[38.3 µM],-1.1%
CC1CCCN(CC(O)COc2ccc(Cl)cc2)C1 (configuration not stated),-7.1%,0.3%,32.1%,6.5%[46.1 µM],14.1%,4.9%[38.3 µM],-2.1%
Cc1cc(C)cc(-n2c(C)cc(/C=N/NC(=O)CN(c3c(C)cccc3C)S(C)(=O)=O)c2C)c1,18.5%,3.3%,?,-20.0%[46.1 µM],-12.0%,38.5%[activator][38.3 µM],0.0%
CCc1cccc(NC(=O)c2ccc(Cn3nc(C)cc3C)o2)c1,1.9%,8.3%,12.4%,-21.2%,3.1%,5.6%,0.0%
C/C(=N\NC(=O)c1ccc(Cl)c(S(=O)(=O)Nc2ccccc2Cl)c1)c1ccncc1,1.2%,-4.3%,-10.6%,-9.1%,-9.8%,0.5%,1.0%
COc1ccc(CCNC(=O)c2cc3c(=O)n4cccc(C)c4nc3n(Cc3ccncc3)c2=N)cc1,-1.2%,-0.7%,-0.9%,-12.9%[46.1 µM],3.4%,20.5%[38.3 µM],8.1%
Cc1ccc(NC(=O)c2c(-c3c(F)cccc3Cl)noc2C)cc1F,-0.7%,?,?,-26.1%[46.1 µM],-1.8%,11.7%[38.3 µM],-0.7%
COC(=O)Cc1ccc(NC(=S)N2CCN(C)CC2)cc1,-2.3%,-9.4%[9.22 µM],-6.8%[9.22 µM],2.1%,-5.2%,-2.5%,1.3%
CCC1(C(=O)OC)CCc2c(cc(OC)c3ccccc23)C1=O (configuration not stated),.,.,11.3%[9.22 µM],53.5%,?,.,-2.6%
C/C(=N\NC(=O)c1ccc(O)cc1)c1ccc(N2CCOCC2)cc1,.,.,-16.3%[9.22 µM],17.1%,17.5%,3.9%,-0.2%
Cc1cccc(-n2ncc3c(N(C)Cc4ccccc4)ncnc32)c1,.,.,27.6%[9.22 µM],-24.4%,24.3%,.,-1.4%
C=CCN1C(=O)C2(C(C(=O)c3ccc(C)o3)=C(O)C(=O)N2CCCN2CCOCC2)c2ccccc21 (configuration not stated),.,7.9%,-7.7%,1.8%[46.1 µM],0.3%,.,-1.0%
CCOc1ccc(CN2CCNC(=O)C2CC(=O)NCc2ccccn2)cc1 (configuration not stated),.,.,14.4%[9.22 µM],-11.4%,10.8%,3.1%,-1.2%
CC(C)(C)c1ccccc1NC(=S)NC1CCCCC1,0.7%,?,-18.2%,-30.7%,-7.0%,8.8%,-0.4%
Clc1ccc(CNc2nc(N3CCOCC3)nc(N3CCOCC3)n2)cc1,3.1%,8.6%,18.1%[9.22 µM],-22.6%[46.1 µM],-3.5%,5.8%[38.3 µM],-1.5%
Cc1cc(OCC(=O)C(C)(C)C)c2c(C)c(C)c(=O)oc2c1,-5.1%,?,5.7%,-25.6%[46.1 µM],-0.4%,-0.7%[38.3 µM],1.6%
CC(C)C(C(=O)NCc1ccco1)N(C(=O)CNS(=O)(=O)c1ccccc1)c1ccccc1 (configuration not stated),-2.3%,?,.,-12.4%,-1.1%,4.3%,0.0%
